Screens from PubChem BioAssay.
EWS-Fli block: EWS/Fli transcriptional activity inhibition | A673 NR0B1-luciferase reporter, viability-normalised | inhibition, % at 12.6 µM | actives 0.67% (n = 350,000);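 active = mean inhibition of at least 50% after viability correction, with every replicate also passing that limit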;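 note: firefly luciferase signal divided by Alamar Blue viability fluorescence both relative to DMSO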
S100A4 inh HTS: S100A4-myosin IIA interaction inhibition; P26447; S100A4/TAMRA-MyoIIA peptide fluorescence polarization; inhibition, % at 10.7 µM; actives 0.14% (n = 360,000); AID 652163;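 active = mean inhibition of at least 70% across replicates, with every replicate also reaching that level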
Target sequence (P26447 whole entry, looked up): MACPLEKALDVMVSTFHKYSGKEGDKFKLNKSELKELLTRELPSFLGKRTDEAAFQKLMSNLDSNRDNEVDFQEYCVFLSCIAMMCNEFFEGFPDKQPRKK
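Test system – S100A4 monomer (human) · Compound – single-point compound testing · Schedule – 5 min incubation before reading · Probe or stimulus – TAMRA-labelled myosin IIA heavy-chain peptide probe, 5 nM · Benchmarks – neutral control DMSO, positive control TFP · Medium – Calcium-containing HEPES buffer, pH 7.2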
ERAP1 inh: blocks human ERAP1 aminopeptidase activity; Q9NZ08; recombinant ERAP1, Leu-AMC fluorescence, 60 min; inhibition, % at 10.7 µM; actives 0.15% (n = 340,000);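 active = mean replicate inhibition of at least 30%, or all replicates individually reaching that 30% level; inactive = mean below 30% and not every replicate reaching it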;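 note: 0% = neutral control wells and 100% = L-leucinethiol positive control wells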
PglD DTNB: blocks C. jejuni PglD acetyltransferase activity | actives 0.098% (n = 360,000) | inhibition, % at 12.5 µM | AID 602405 | purified PglD enzyme, DTNB colorimetric CoA detection; in the data active = inhibition above about 16%, passing the limit was not always enough; note: strong numbers were not always called active
PGC1a acetyl inh: lowers PGC1a acetylation signal in U2OS cells; inhibition, % at 15.6 µM; actives 0.17% (n = 350,000); AID 651687; AlphaScreen anti-acetyl-lysine; with virally co-expressed GCN5 acetyltransferase;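 active = every replicate shows inhibition of at least 40%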;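 note: 0% = neutral control wells and 100% = positive control wells; some results beyond the cut were filed as inactive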
FN deposition inh: fibronectin deposition inhibition | AH1F fibroblasts, Alexa488-fibronectin deposition fluorescence, overnight | inhibition, % at 12.6 µM | actives 0.086% (n = 350,000);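 active = mean inhibition across replicates of 30% or more, regardless of how many single replicates reach that level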;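 note: positive control wells lacked labelled fibronectin entirely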
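Schedule: 1 h cell adhesion before compound, then overnight fibronectin incubation; test system: AH1F fibroblast monolayer depositing Alexa488-labelled fibronectin into matrix; quantity: 10000 AH1F cells per well; probe or stimulus: fluorescent fibronectin at 24 nM final; signal: fluorescence, ex 485 nm, em 525 nm; evaluation: percent inhibition as loss of matrix-bound fibronectin fluorescence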
PAX8 inh HTS: lowers PAX8-driven luciferase in RMG-I cells. RMG-I TPO-luciferase reporter, SteadyGlo, 24 h. actives 1.2% (n = 360,000). inhibition, % at 12.6 µM;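 active = mean replicate inhibition at least 60% with every replicate also reaching 60%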;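 note: luciferase light reporting Pax8 driven TPO promoter activity; plate controls were median of neutral control wells for no effect and mitoxantrone controls for full effect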
LGR2 antag: blocks bursicon-induced cAMP signaling via Drosophila LGR2 | HEK293 LGR2, CRE-luciferase, bursicon-stimulated, 4 h | inhibition, % at 9.99 µM | actives 0.35% (n = 380,000) | AID 720647;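 active = drop in luminescence signal, shown as inhibition above about 50% in the replicate tests, limit read from the data, passing the limit was not always enough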;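 note: agonist challenge used bursicon conditioned medium at about half maximal strength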
The depositor's hits bear a star; · = no result given.

SMILES,EWS-Fli block,S100A4 inh HTS,ERAP1 inh,PglD DTNB,PGC1a acetyl inh,FN deposition inh,PAX8 inh HTS,LGR2 antag
COc1ccc(OC)c(NC(=O)c2ccc(CN3CCc4ccccc4C3)cc2)c1,14,-1,4,-4,-7,2,9,-6
CCC(=O)N1CC(=O)N2[C@H](CO)[C@H](c3ccc(-c4cccc(C(=O)N(C)C)c4)cc3)[C@@H]2C1,·,3,1,·,8,·,·,-7
Cc1nc2ccc(N)cc2s1,-10,-2,1,1,-2,-4,-9,-7
COc1ccc(S(=O)(=O)Nc2cccc3ccc(O)cc23)cc1,27,16,·,-5,11,10,-2,11
COc1ccc(NS(=O)(=O)c2cccc(C(=O)OCC(=O)Nc3cc(C)on3)c2)cc1,·,·,·,3,-30,-2,-4,·
Nc1ccc(N2CCOCC2)c2nonc12,6,-5,5,-3,·,·,-6,1
C[C@@H]1CN([C@H](C)CO)C(=O)Cc2cc(NC(=O)Cn3cnnn3)ccc2O[C@@H]1CN(C)Cc1ccccc1,7,-9,-1,-2,·,·,8,-2
CC(=O)Nc1ccc(C(=O)N2CCCC2)cc1,·,-3,0,4,-5,-3,10,·
CC1C(c2ccccc2)C(C#N)(C#N)C2(C#N)C(=O)NC1(N)C2C (stereo not given),·,-5,4,5,-7,8,·,9
C[C@H](CO)N1C[C@H](C)[C@@H](CN(C)C(=O)C2CCCCC2)Oc2cc(-c3cncnc3)ccc2S1(=O)=O,-6,-2,2,44,-10,-9,-18,-5
O=C(NCCSCc1ccco1)Nc1ccccc1,-26,0,-9,2,1,·,·,2
Nc1nc(SCc2ccccc2)c2ncn(C3CCCO3)c2n1 (stereo not given),-27,22,-2,1,4,-2,-42,-34
Cc1ccc2nc(N(CCN(C)C)C(=O)c3ccc4c(c3)OCCO4)sc2c1,·,2,-2,2,·,4,-41,-11
N#Cc1c(NC(=O)c2cccc(S(=O)(=O)Nc3ccc(C(=O)O)cc3)c2)sc2c1CCCC2,18,1,43*,·,-4,0,21,-7
COCC(=O)N1C[C@@H](C)[C@H](OC)CN(C)C(=O)c2cc(NC(=O)c3cc(C)on3)ccc2OC[C@H]1C,5,-1,-5,3,-4,12,-6,0
Cc1ccc(S(=O)(=O)N(C)C)cc1NC(=O)C(C)OC(=O)c1ccc2c(c1)OCCO2 (stereo not given),-11,-3,-3,-1,-13,6,9,-7
COc1ccc(S(=O)(=O)N2CCC(C(=O)NC3CCCC3)CC2)cc1OC,-8,-1,-3,4,0,12,-27,7
O=C(OCC(=O)N1CCC(Cc2ccccc2)CC1)c1ccccc1NCCO,-4,35,9,·,8,2,-16,-4
COc1cccc(NC(=O)C[C@@H]2CC[C@@H]3[C@@H](COc4ccc(NC(=O)C5CCC5)cc4C(=O)N3C)O2)c1,-16,-3,·,·,9,5,-8,-11
CCCNC(=O)N1CC(=O)N2[C@H](CO)[C@@H](c3ccc(C#CCC4CCCC4)cc3)[C@H]2C1,-4,-2,-2,·,-6,-2,·,0
CCCCCC(=O)N/N=C/c1cccs1,-7,-4,-2,·,·,·,·,-27
COc1cc2cc(CCCOC(=O)c3ccc(F)cc3)oc(=O)c2cc1OC,-8,0,-5,0,·,-3,0,-13
Cc1ccccc1Nc1ncnc2c1cnn2Cc1ccccc1,2,-4,-3,3,3,8,-1,-7
CCCCCC1CC(CC/C(C)=N/NC(N)=O)C(=O)O1 (stereo not given),-6,1,-2,·,-9,-5,14,9
C[C@@H]1CN([C@@H](C)CO)C(=O)c2cc(NC(=O)NC3CCCCC3)ccc2O[C@@H](C)CCCCO[C@H]1CN(C)C,3,-1,-4,3,-1,·,-12,3
CCOc1ccc(C(C(=O)NCC2CCCO2)N(Cc2cccnc2)C(=O)c2snc(C(N)=O)c2N)cc1 (stereo not given),-3,-1,1,1,·,7,3,0
Cn1c(Cl)cnc1C(O)c1ccccc1 (stereo not given),8,4,-1,10,20,·,·,-1
CCC1Oc2ccc(C)cc2N(CC(=O)NCCN2C(C)CCCC2C)C1=O (stereo not given),·,·,·,-1,-2,1,·,-12
CCOC(CNC(=O)Cn1nc(Cc2ccncc2)c2ccccc2c1=O)OCC,0,-15,-1,-5,5,-2,8,-7
COc1ccc(-c2cnc3c(c2)C(=O)N([C@H](C)CO)C[C@H](C)[C@H](CN(C)Cc2ccc4c(c2)OCO4)O3)cc1,11,2,0,5,0,·,·,·

The final 5 entries of the section before open the next one:
Second line of a record: EWS-Fli block	S100A4 inh HTS	ERAP1 inh	PglD DTNB	PGC1a acetyl inh	FN deposition inh	PAX8 inh HTS	LGR2 antag
CCOc1ccc(C(C(=O)NCC2CCCO2)N(Cc2cccnc2)C(=O)c2snc(C(N)=O)c2N)cc1 (stereo not given)
 : -3	-1	1	1	·	7	3	0
Cn1c(Cl)cnc1C(O)c1ccccc1 (stereo not given)
 : 8	4	-1	10	20	·	·	-1
CCC1Oc2ccc(C)cc2N(CC(=O)NCCN2C(C)CCCC2C)C1=O (stereo not given)
 : ·	·	·	-1	-2	1	·	-12
CCOC(CNC(=O)Cn1nc(Cc2ccncc2)c2ccccc2c1=O)OCC
 : 0	-15	-1	-5	5	-2	8	-7
COc1ccc(-c2cnc3c(c2)C(=O)N([C@H](C)CO)C[C@H](C)[C@H](CN(C)Cc2ccc4c(c2)OCO4)O3)cc1
 : 11	2	0	5	0	·	·	·
CO[C@@H]1CN(C)C(=O)c2ccc(NS(C)(=O)=O)cc2OC[C@H](C)N(CC2CCOCC2)C[C@@H]1C
 : -6	-12	1	1	14	-11	·	1
O=C(NC(NC(=S)Nc1ccccc1O)C(Cl)(Cl)Cl)c1ccco1 (stereo not given)
 : -11	-1	-11	·	·	-9	-5	9
N#C[C@@H]1[C@@H](c2ccccc2C2=CCCC2)[C@H](CO)N1C(=O)Cc1ccncc1
 : 0	4	0	·	2	4	-22	3
CO[C@@H]1CN(C)C(=O)c2cc(NS(=O)(=O)CC(F)(F)F)ccc2OC[C@H](C)N(Cc2ccccn2)C[C@H]1C
 : 5	3	4	1	0	5	-13	7
CO[C@H]1CN(C)C(=O)c2cc(NC(=O)C3CCCCC3)ccc2OC[C@@H](C)NC[C@@H]1C
 : 3	-11	-2	-3	8	-13	-2	5
COC(=O)/C(=C\C=C\c1ccccc1)NC(=O)c1ccccc1
 : -4	4	1	·	-9	·	9	-9
CC(C)NC(=O)Nc1ccc2c(c1)CC(=O)N([C@H](C)CO)C[C@H](C)[C@@H](CN(C)Cc1ccc(Oc3ccccc3)cc1)O2
 : 11	18	0	-2	-16	·	21	-2
CC1=NCCN1CCNC(=O)Nc1ccc(C(C)(C)C)cc1
 : 5	-7	·	-5	10	5	-22	11
Cc1ccc(CN2CCCN(Cc3c(C)cc(C)cc3C)S2(=O)=O)cc1
 : 9	1	2	-4	4	-3	22	8
CC1(C)CC(=O)C2=C(C1)N(CCN1CCOCC1)C1=C(C(=O)CC(C)(C)C1)C2c1cccc(Cl)c1
 : ·	·	·	-3	-21	16	-10	·
Cc1cc2ccccc2cc1CN1CCOCC1
 : ·	·	·	-3	12	4	·	12
Cc1ccc(S(=O)(=O)Nc2ccc3c(c2)C(=O)N([C@@H](C)CO)C[C@@H](C)[C@H](CN(C)C(=O)Nc2c(C)noc2C)O3)cc1
 : -2	-8	2	-2	1	-8	-1	1
CC1CC(C)CN(CC(=O)N2CCOCC2)C1 (stereo not given)
 : -2	-4	·	·	3	-8	12	-2
Nc1nc(SCc2ccccc2)cc(SCc2ccccc2)n1
 : -75	-7	-6	6	13	-1	-184	-70
CN(C)CC(=O)N[C@H]1CC[C@H](CC(=O)NCCN2CCCCC2)O[C@H]1CO
 : 5	-6	-7	2	0	11	-16	-1
COC(=O)[C@]12C[C@H](CC(=O)N3CCN(C(=O)C4CC4)CC3)C(=O)N(Cc3ccccc3)C1=C[C@H](C1CCCC1)O[C@@H]2C
 : -5	3	-1	·	·	0	-19	0
CC(C)c1c(C(=O)N/N=C/c2ccsc2)nnn1-c1nonc1N
 : -3	-3	1	1	9	2	-18	0
CC(C)C[C@@H](CSc1ccccc1)N1CCN(C)CCC1=O
 : -22	1	·	2	8	-4	-29	2
O=C(COc1ccccc1)N[C@@H]1c2ccccc2CC[C@@H]1OCc1ccccc1
 : 7	6	-4	1	·	-4	-11	19
C[C@@H](NC(=O)C[C@H]1C[C@@H]2c3cc(NS(C)(=O)=O)ccc3O[C@@H]2[C@@H](CO)O1)c1ccccc1
 : -6	-26	2	-1	-3	·	4	-19
CC(=O)CNc1ccc(S(=O)(=O)N/N=C/c2ccccc2)cc1
 : -6	1	1	·	-2	4	-58	6
Cc1ccc(CNC(=O)C2CCC(CNc3c(N4CCC(C)CC4)c(=O)c3=O)CC2)cc1 (stereo not given)
 : -1	2	-3	-5	7	1	18	15
Clc1ccc(OCCn2cnc(Cl)c2Cl)cc1
 : -20	0	-2	4	-13	9	20	6
CCc1nccn1CCC(=O)N1CCCC(Nc2ccc(C(C)C)cc2)C1 (stereo not given)
 : 7	-1	-2	1	6	-6	·	-3
COc1cccc(CN2C[C@@H](C)[C@H](OC)CN(C)C(=O)c3ccc(NS(=O)(=O)c4cn(C)cn4)cc3OC[C@H]2C)c1
 : 8	·	·	·	4	-5	·	3
Cc1cccc(Oc2ncccc2[N+](=O)[O-])c1C
 : -8	1	-2	4	-12	2	-4	-1
O=C(N/N=C1\CCCCc2ccccc21)c1ccccn1
 : -59	-8	-10	·	·	0	-65	-27
O=C(NNc1ccccc1)OCc1ccccc1
 : -29	2	0	2	·	-1	-20	-33
